Assay outcomes deposited in PubChem BioAssay by National Center for Advancing Translational Sciences (NCATS).
ERK EGF inh: qHTS Assay for Inhibitors of the ERK Signaling Pathway using a Homogeneous Screening Assay; Stimulation with EGF. Potency, µM (series often up to 11.5 µM), inactives show top-dose activity change, negative = inhibition, most hits filed as inhibitors. 0.41% of 130,000 active. AID 1454, 2008. HEK293-V1b, EGF-stimulated phospho-ERK AlphaScreen; active = well fitted inhibition curve with a large enough effect;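 note: plate controls were stimulated vehicle wells for no effect and unstimulated vehicle basal for full effect; nearly all actives have a fitted effect of over 55% in size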
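After overnight plating in 1% FBS, HEK293-V1b cells received test compound for half an hour, then a 5 min pulse of EGF (25 nM); ERK phosphorylation in lysates was read by bead-based AlphaScreen.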
* marks the source's active call; other numbers are inactive results; & = joins results of further samples; [ ] = dose if it differs, or a comment. Potency is the fitted concentration of half-maximal effect.

A first look, 2 compounds:
cpd | ERK EGF inh | mol
1 | -3.5%[57.5 µM] | CCSc1n[nH]c2nc3c(c(=O)n12)C1(CCCCC1)Cc1ccccc1-3
2 | -1.5% | Cc1cc(C(=O)NC2=NCCS2)cs1

This part in full (from the top)
cpd | ERK EGF inh | mol
1 | -3.5%[57.5 µM] | CCSc1n[nH]c2nc3c(c(=O)n12)C1(CCCCC1)Cc1ccccc1-3
2 | -1.5% | Cc1cc(C(=O)NC2=NCCS2)cs1
3 | 5.2%&23.8% | C=CC(N)CCC(=O)O (stereo not drawn)
4 | 8.6% | Nc1cc(C(=O)O)c(Oc2ccc(Cl)cc2Cl)cc1C(=O)O
5 | 4.6%[57.5 µM] | O=C(O)CC1(CC(=O)Nc2cc3ccccc3cn2)CCCCC1
6 | -6.8% | CCCCNC(=O)CN(c1cc(C(F)(F)F)ccc1Cl)S(C)(=O)=O
7 | -7.1%[57.5 µM] | C/C(=N\NC(=O)CC(C)C)c1c(C(F)(F)F)[nH]n(-c2nc3ccccc3s2)c1=O
8 | -4.2% | N[C@H](C(=O)O)c1nn[nH]n1

Later entries
cpd | ERK EGF inh | mol
9 | 6.6% | COc1cc(C(=O)OCC(=O)NC(=O)C2CCCCC2)ccc1OC(F)F
10 | -2.4% | O=[N+]([O-])c1ccc(CN2C=NS(=O)(=O)c3ccccc32)cc1
11 | -2.5% | O=C(Nc1ncc(Cc2ccccc2Cl)s1)C1=NCCN1
12 | 10.5% | CCOc1ccc(N=Nc2c(=O)[nH]n3c(C)cc(C)nc23)cc1
13 | 5.5% | CCN(CC)S(=O)(=O)c1cc(NC(=O)C(C)N(C)CC(=O)Nc2c(C)cccc2C)ccc1C (stereo not drawn)

Already shown: six of the compounds above.
cpd | ERK EGF inh | mol
8 | -4.2% | N[C@H](C(=O)O)c1nn[nH]n1
9 | 6.6% | COc1cc(C(=O)OCC(=O)NC(=O)C2CCCCC2)ccc1OC(F)F
10 | -2.4% | O=[N+]([O-])c1ccc(CN2C=NS(=O)(=O)c3ccccc32)cc1
11 | -2.5% | O=C(Nc1ncc(Cc2ccccc2Cl)s1)C1=NCCN1
12 | 10.5% | CCOc1ccc(N=Nc2c(=O)[nH]n3c(C)cc(C)nc23)cc1
13 | 5.5% | CCN(CC)S(=O)(=O)c1cc(NC(=O)C(C)N(C)CC(=O)Nc2c(C)cccc2C)ccc1C (stereo not drawn)

Individual results from the results shown:
Under ERK EGF inh, entry 4 reads 8.6%
Under ERK EGF inh, entry 13 reads 5.5%

Not all compounds are listed. The share of hits here may be higher or lower than overall.
